# High-throughput results (PubChem)
# p53 reactivation: restores transcriptional activity of mutant p53; Potency, µM (highest dose often 92.2 µM), without a hit: at the top dose activity change, positive = activation, actives largely listed as activators; H1299 p53-A138V BP100-luciferase reporter, luminescence, 24 h; hit rate 0.063% among 320,000; also: potency is read from the fitted curve at half-maximal effect; % of control where 0% means no effect; nearly all actives have a fitted effect of over 45% in size
#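 p53-null H1299 cells stably carrying temperature-sensitive p53-A138V and a BP100-luciferase reporter were pinned with compounds (4-point, 1:5 series) and held 24 hrs at 37 deg C. Luminescence was read 10 min after detection reagent.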
# VP16 counter: inhibits Gal4-VP16 luciferase reporter, ROR gamma counter-screen; Drosophila S2 Gal4-VP16 UAS-luciferase, luminescence, 20 h; Potency, µM (doses to about 53.6 µM), without a hit: top-dose activity, negative = inhibition, most hits filed as inhibitors; hit rate 3.5% among 310,000; AID 2546;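 also: Gal4-VP16 expression switched on by copper sulfate through the metallothionein promoter; potency is read from the fitted curve at half-maximal effect; % is scaled to controls: 0 for no effect and ±100 for the full control effect; nearly all actives have a fitted effect of over 50% in size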
# ELG1 genotoxic: genotoxicity induction in ELG1-luciferase HEK293T cells. HEK293T ELG1-luciferase reporter, luminescence, 16 h. hit rate 1.3% among 330,000. Potency, µM (doses to about 46 µM), for the others: at the highest dose activity change, positive = activation, actives largely listed as activators; also: potency is read from the fitted curve at half-maximal effect; % of control where 0% means no effect; nearly all actives have a fitted effect of over 60% in size
#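 After overnight (16 hr) compound treatment at 37 °C, ELG1-luciferase HEK293T cells were lysed with ONE-Glo; luminescence quantified 30 min later at room temperature.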
# Menin-MLL TR inh: menin-MLL binding inhibition, Texas Red mutant peptide. O00255. AID 1768. Menin + Texas Red MLL mutant peptide, fluorescence polarization. Potency, µM (highest dose often 61.6 µM), inactives show at the highest dose FP activity change, negative = inhibition, usual class: inhibitors. hit rate 0.23% among 270,000; active = well fitted inhibition curve with a large enough effect in the polarisation, with a control signal flat, not every such curve was filed as active; inconclusive = small, poorly fitted or top-dose-only effect, or effect the other way, or a change in a side signal; inactive = no such curve, though single readings can be large or run the other way; the % refers to the polarisation; also: potency is read from the fitted curve at half-maximal effect; % of control where 0% means no effect; many of its hits are not listed in these tables
# BRCA1 expr up: activators of BRCA1 expression; MCF7-BRCA1-FFLuc reporter, luminescence, 48 h; response scale: scaled: vehicle 0%, 10 µM genistein 100%; Potency, µM (highest dose often 46.1 µM), for inactives: at the top dose activation, actives largely listed as activators; hit rate 1.1% among 380,000; also: potency is read from the fitted curve at half-maximal effect; nearly all actives have a fitted effect of over 80% in size; some results filed as inactive show a strong effect at the top dose
#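 48 h compound treatment of MCF7-BRCA1-FFLuc cells (phenol-red free MEM, 37 °C), then 15 min with luciferase substrate and luminescence imaging.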
# NPC1 prom act: NPC1 promoter activation. AID 485313. Huh7 NPC1 promoter luciferase reporter, 24 h. hit rate 2.4% among 320,000. Potency, µM (titrated, usually from 9.22 µM), for the others: at the highest dose activation, usual class: activators;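 also: potency is read from the fitted curve at half-maximal effect; % of control where 0% means no effect; nearly all actives have a fitted effect of over 60% in size; reporter is driven by a mutant NPC1 promoter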
#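 Quantitative HTS used a cell-based reporter: Huh7 cells stably bearing the NPC1 promoter upstream of luciferase were treated with compounds for 24 h, and promoter activation was read as luminescence.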
# Rab9 prom act: activators of Rab9 promoter | Huh7 Rab9 promoter-luciferase reporter, luminescence, 24 h | Potency, µM (highest dose often 9.22 µM), for inactives: at the top dose activation, negative = inhibition, usual class: activators | hit rate 2.8% among 320,000; also: potency is read from the fitted curve at half-maximal effect; % of control where 0% means no effect; nearly all actives have a fitted effect of over 60% in size
#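 Luminescence read-out: Huh7 cells stably expressing Rab9-luciferase, treated 24 h with compound at 37 °C, then lysed with luciferase reagent for 10 min at ambient before reading.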
# PKM2 activator: increases activity of human pyruvate kinase M2; hit rate 0.34% among 260,000; Potency, µM (series often up to 57.5 µM), for the others: at the highest dose activation, actives largely listed as activators; purified PKM2, Kinase-Glo ATP luminescence, activation; response scale: 0% is enzyme alone, no compound; P14618; also: potency is read from the fitted curve at half-maximal effect; % is scaled to controls: 0 for no effect and ±100 for the full control effect; nearly all actives have a fitted effect of over 55% in size
# Target sequence (P14618 whole entry, looked up): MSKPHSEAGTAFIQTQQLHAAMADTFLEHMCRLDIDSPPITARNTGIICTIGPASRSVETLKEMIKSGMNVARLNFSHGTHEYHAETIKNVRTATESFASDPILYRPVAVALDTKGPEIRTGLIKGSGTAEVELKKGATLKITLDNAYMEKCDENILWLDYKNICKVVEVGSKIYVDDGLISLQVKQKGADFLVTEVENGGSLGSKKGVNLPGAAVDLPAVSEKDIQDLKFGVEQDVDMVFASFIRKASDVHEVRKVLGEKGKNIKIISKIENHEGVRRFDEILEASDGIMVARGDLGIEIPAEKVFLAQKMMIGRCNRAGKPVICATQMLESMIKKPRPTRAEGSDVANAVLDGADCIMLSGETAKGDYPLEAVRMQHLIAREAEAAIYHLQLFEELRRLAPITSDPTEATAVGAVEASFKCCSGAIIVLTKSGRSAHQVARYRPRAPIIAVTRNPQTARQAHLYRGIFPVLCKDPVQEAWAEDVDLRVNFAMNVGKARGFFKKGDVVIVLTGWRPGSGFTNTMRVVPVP
#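 Kinase-Glo luminescence reports ATP generated from ADP (0.1 mM) and PEP (0.5 mM) by purified hPK-M2 after 1 h at room temperature, pH 7.2 imidazole buffer; intermediate enzyme activity allows detecting inhibitors and activators.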
# FLuc counter: counter-screen for miR-21 project: firefly luciferase inhibitors or activators | AID 588342 | hit rate 6.9% among 360,000 | Potency, µM (titrated, usually from 57.5 µM), inactives show at the highest dose activity change, negative = inhibition, actives largely listed as inhibitors | P08659 | purified FLuc, Km substrates, luminescence inhibition;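 also: potency is read from the fitted curve at half-maximal effect; plate controls were vehicle for no effect and reference inhibitor for full effect; nearly all actives have a fitted effect of over 55% in size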
#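 Purified P. pyralis luciferase (10nM final) with 10uM D-luciferin and 10uM ATP (Km levels) in 50mM Tris acetate pH 7.5, 10mM Mg acetate, 0.01% Tween-20, 0.05% BSA; qHTS 6-point titration, ~60 µM downward; luminescence read.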
# Giardia kill: kills Giardia lamblia; Giardia lamblia trophozoite viability; activity change, % at 7.66 µM, hits read low; hit rate 0.15% among 340,000; AID 540267; in the data active = activity change below about -80%; inconclusive = between about -30% and that limit;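 also: parasites exposed to compound for two days anaerobically before the ATP read; % is scaled to controls: 0 for no effect and ±100 for the full control effect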
#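 Killing of trophozoites was scored by loss of ATP luminescence after a 48 hrs anaerobic exposure to compounds at 37 deg C, using 100 cells per well.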
# RORgamma inh: blocks mouse ROR gamma transcriptional activity; P51450; Drosophila S2 Gal4-RORgamma UAS-luciferase reporter, 20 h; Potency, µM (top dose mostly 53.6 µM), for the others: at the highest dose activity change, negative = inhibition, hits mostly inhibitors; hit rate 5.4% among 310,000; AID 2551; also: potency is read from the fitted curve at half-maximal effect; % is scaled to controls: 0 for no effect and ±100 for the full control effect; nearly all actives have a fitted effect of over 60% in size
# Target sequence (P51450 whole entry, looked up, the tested form may be a part): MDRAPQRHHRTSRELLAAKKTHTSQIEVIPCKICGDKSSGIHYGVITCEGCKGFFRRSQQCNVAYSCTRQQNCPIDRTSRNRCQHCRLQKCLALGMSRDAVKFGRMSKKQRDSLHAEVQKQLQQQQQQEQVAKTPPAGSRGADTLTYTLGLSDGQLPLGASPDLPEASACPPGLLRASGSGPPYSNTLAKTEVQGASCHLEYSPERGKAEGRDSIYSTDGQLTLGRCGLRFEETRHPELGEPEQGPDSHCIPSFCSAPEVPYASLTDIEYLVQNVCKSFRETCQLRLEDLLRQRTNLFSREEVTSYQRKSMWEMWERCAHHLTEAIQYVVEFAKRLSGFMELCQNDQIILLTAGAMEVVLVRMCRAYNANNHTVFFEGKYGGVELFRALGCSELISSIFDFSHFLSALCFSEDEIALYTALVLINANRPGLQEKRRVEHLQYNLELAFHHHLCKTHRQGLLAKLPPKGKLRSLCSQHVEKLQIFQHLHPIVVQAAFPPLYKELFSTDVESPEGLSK
#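 Drosophila S2 cells stably expressing Gal4-DBD/mouse RORγ fusion under metallothionein promoter plus UAS-luciferase; compound 1 h, then 700 uM CuSO4 induction for 20 h at ambient temperature; inhibition read as reduced luminescence.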
# Active calls of the source: *; ? = inconclusive; . = not tested or not shown; [ ] = dose if it differs, or a comment. Unless noted, calls follow the shape of the dose curve; as a rule, active = well fitted curve in the direction sought with a large enough effect; inconclusive = small, poorly fitted or top-dose-only effect, or another doubt; inactive = no such curve, though single readings can be large; an effect the other way counts as inactive or inconclusive.
SMILES,p53 reactivation,VP16 counter,ELG1 genotoxic,Menin-MLL TR inh,BRCA1 expr up,NPC1 prom act,Rab9 prom act,PKM2 activator,FLuc counter,Giardia kill,RORgamma inh
CC1CN(C(=O)CCC(=O)NCCc2ccccc2)c2ccccc2O1 (configuration not stated),23%,-10%,-1%,-23%,68%,-4%,12%,8%,-10%,20,9%
CCC(=O)c1ccc(OCC(=O)N2CCN(S(=O)(=O)c3ccc(Cl)s3)CC2)cc1,0%,.,-5%,.,-11%,-3%,-22%,.,-1%,-18,.
O=C(Nc1ccn(Cc2c(F)c(F)c(F)c(F)c2F)n1)c1cccc(Cn2cc([N+](=O)[O-])cn2)c1,7%,0%,-20%,-2%,-66%,0%,2%,0%,1%,5,0%
COc1cc2c(cc1NC(=O)c1cc(-c3ccncc3)nc3ccc(C)cc13)oc1ccccc12,4%,-9%[0.365 µM],-9%,27%,-15%,-1%,-4%,-3%,3%,-2,1%
COC(=O)c1ccccc1NC(=O)c1cc2nc(C3CC3)cc(C(F)(F)F)n2n1,3%,-1%,-1%,8%,9%,1%,6%,-3%,?,9,20%
Cc1ccccc1-c1nnc(SCC#N)o1,5%,-8%,0%,-2%,17%,0%,0%,1%,-13%,-15,0%
O=C(c1ccccc1)c1ccc(N2CCCC2)cc1,?,9%,3.7µM*,8%,45%,3.2µM*,2.5µM*,18%,6.7µM*,4,?
O=C(Nc1ccccc1Cl)c1ccc2c(=O)n3c(nc2c1)CCC3,?,.,?,.,?,3.5µM*,1.1µM*,.,11µM*,-18,.
CN1C(=O)c2cccc3c(Cl)ccc(c23)C1=O,-2%,10%,0%,7%,29%,1%,0%,-4%,1%,4,8%
CC(C)=NNc1nc2c(c(=O)[nH]c(=O)n2C)n1CCCc1ccccc1,-11%,-4%,-3%,?,2%,-5%,-4%[1.84 µM],.,6%,-15,-19%
COc1ccc(Cl)cc1NC(=O)CN(C)CC(=O)NCc1cccs1,0%,.,-4%,.,-13%,-9%,-4%,.,0%,6,.
C/C(=N\NC(N)=O)c1ccccc1Cl,-2%,-4%,1%,.,12%,-1%,-2%,-13%,0%,-6,10%
CCCOc1ccc(Cn2c(=O)oc3ccc(C)cc32)cc1OC,-14%,18%,-2%,2%,-9%,-1%,-2%,8%,7%,4,-34%
Cn1c(=O)c2c(nc(CN3CCc4ccccc4C3)n2Cc2ccccc2F)n(C)c1=O,-12%,-1%,-11%,0%,-38%,0%,-8%,?,2%,0,-2%
COc1ccc(CCNC(=O)CSCC(=O)Nc2ccccc2)cc1OC,-1%,-3%,1%,.,11%,1%,-3%,-3%,-1%,-15,-11%
Cc1ccccc1-n1nnnc1SCc1ncc(-c2ccccc2)o1,-14%,-2%,-1%,4%,5%,-1%,4%,11%,?,-13,-1%
Cc1nc(NC(=O)CN2CCCCC2)sc1C(=O)N(C)C,22%,-12%,0%,-3%,0%,-2%,2%,-1%[11.5 µM],3%,-26,5%
OCCC1CN(Cc2cnc(-c3cccc4ccccc34)nc2)CCN1C1CCCCC1 (configuration not stated),-3%,8%,0%,2%,-16%,-1%,-5%,-3%,0%,1,5%
CC1C=CCC2C(=O)N(c3ccc(Cl)cc3O)C(=O)C12 (configuration not stated),-3%,-18%,2%,7%,-22%,-1%,-8%,0%,3%,3,15%
Cc1ccccc1NC(=S)NCc1ccco1,2%,?,-3%,-13%,-5%,-1%,-10%,2%,-1%,-8,13µM*
COc1cc2[nH]c(=O)n(Cc3ccc(C(=O)NCC4CCCO4)cc3)c(=O)c2cc1OC (configuration not stated),1%,4%,1%,-3%,-14%,3%,1%,2%,8%,-7,-17%
O=C(Nc1ccccc1)N(CCCN1CCOCC1)Cc1cccs1,6%,5%,2%,-3%[11.7 µM],-6%,1%,7%,0%,7%,?,12%
CCN1CCN(CCNC(=O)c2ccc3c(c2)N(Cc2ccc(F)cc2)C(=O)/C(=C/c2ccccc2)S3)CC1,-8%,?,10%,-9%,-44%,-8%,-5%,-3%,-8%,-12,16µM*
C=CCN1C(=O)S/C(=C\c2ccc(N3CCOCC3)cc2C)C1=O,?,-18%,?,.,?,?,3.5µM*,7%,6µM*,-8,42%
Cc1ccc(-n2cc(CN(C)Cc3nccn3C)c(-c3cccc(C)c3)n2)cc1,-1%,?,-9%,-14%,-10%,-7%,-5%,-3%,-14%,1,7.9µM*
Cc1ccccc1NC(=O)COc1ccccc1C,.,.,11%,4%,0%,4%,5%,0%,?,-25,.
Cn1c(Cn2c(=O)sc3ccccc32)nnc1SCC(=O)Nc1ccccc1F,3%,1%,0%,-23%,1%,-1%,-1%,-1%,3%,8,-30%
COc1cc(NC(=O)CN2C(=O)C(=O)N(C3CCCC3)C2=O)cc(OC)c1,-1%,.,2%,.,-4%,-2%,-5%,.,.,-8,.
O=C(c1ccccc1F)N1CCN(c2ncccn2)CC1,1%,-2%,-3%,3%,1%,-2%,3%,-1%,10%,12,-4%
CCN(CC(=O)NC1CCS(=O)(=O)C1)S(=O)(=O)c1cc(Br)ccc1Br (configuration not stated),-4%,.,12%,.,-21%,0%,-2%,.,-1%,-1,.
COc1cccc2cc(CC(=O)c3ccc(C)c(C)c3)c(=O)oc12,2%,0%,9%,-7%,11µM*,6%,24%,.,17µM*,-4,23%
Fc1ccc2[nH]c3c(N4CCc5ccccc5C4)ncnc3c2c1,-1%,3.2µM*,-5%,.,0%,-25%,-31%[inhibitor],-2%,-6%,-3,11µM*
COC(=O)C(C)NC(=O)C12CC3CC(C1)CC(c1ccc(C)cc1)(C3)C2 (configuration not stated),-1%,0%,-6%,0%,22%,-2%,-1%,.,0%,27,3%
COc1cc(C(=O)NCCCn2ccnc2)cc(OC)c1OC,-2%,5%,0%,0%,-6%,-2%,-2%,-1%,0%,-23,-1%
Cc1ccc(-c2ccc(/C=N/NC(=S)Nc3ccccc3)o2)cc1[N+](=O)[O-],-4%,13µM*,-9%,.,-28%,-3%,-7%,3%,0%,-3,0.89µM*
N#CC(c1nc2ccccc2nc1N1CCCC1)S(=O)(=O)c1ccccc1 (configuration not stated),-6%,-1%,-8%,-15%,-9%,2%,2%,20%,-1%,8,17%
CCN(C(=O)CN1C(=O)COc2ccc(S(=O)(=O)N3CCCCCC3)cc21)c1cccc(C)c1,-7%,-7%,-10%,-8%,-32%,-7%,1%,.,-1%,-5,?
Cc1noc(C)c1-c1nc(CSc2ccc(Cl)cc2)no1,-3%,-13%,-3%,.,-19%,0%,-3%,0%,1%,-8,27%
Cc1cc(Oc2ccccc2)nc(N)n1,.,13%,.,1%,-26%,.,.,4%,9%,-12,0%
COc1ccc(C(=O)/C=C/Nc2cc(C)on2)cc1,?,-1%,6.5µM*,3%,3.2µM*,2.2µM*,2.5µM*,2%,6µM*,7,6%
CCCCCn1c(=O)[nH]c2cc(C(=O)N3CCN(CC)CC3)ccc2c1=O,3%,1%,-7%,-1%,-14%,-1%,-2%,0%,1%,-2,-15%
N#Cc1cnn(-c2ccccc2)c1NC(=O)c1ccccc1F,-3%,.,1%,.,-17%,-10%,-3%,.,6%,27,.
O=C(Nc1cccc2ncccc12)c1ccccc1Cl,13%,-16%,-3%,-4%,-10%,3%,15%,0%[11.5 µM],2%,0,-3%
CN1CCN(C(c2cccc(C(F)(F)F)c2)c2nnnn2C(C)(C)C)CC1 (configuration not stated),-11%,-11%,6%,-5%,-2%,-2%,-3%,-19%,6%,6,28%
COc1ccc(Nc2nc3nonc3nc2N2CCCCC2)cc1,-1%,4%,-1%,.,-10%,0%,-9%,3%,-3%,-14,?
CC(C)CCN(C(=O)c1ccc(N2CCCC2=O)cc1)c1c(N)n(Cc2ccccc2)c(=O)[nH]c1=O,4%,.,-7%,.,-21%,-4%,-1%,.,2%,-3,.
COc1cccc(C(O)c2nc3ccccc3n2C)c1 (configuration not stated),-2%,-7%,-8%,3%,-1%,3%,-2%,1%,5%,?,-1%
O=C(c1cc[n+]([O-])cc1)N1CCCC(N2CCN(c3cccc(C(F)(F)F)c3)CC2)C1 (configuration not stated),-31%[inhibitor],-65%,-14%,.,1%,4%,3%,13%,-6%,-7,1.3µM*
COC(=O)c1ccc(NC(=O)CSc2nncn2-c2cccnc2)cc1,-3%,5%,-3%,8%,-4%,-2%,0%,5%,3%,24,1%
Cc1ccc(C23CC4CC(CC(NC(=O)NN)(C4)C2)C3)cc1,16%,-11%,-2%[9.26 µM],?,-1%,-3%,-5%,.,5%,10,-18%
COc1cc2nc(Cl)nc(NCCO)c2cc1OC,-3%,-15%,-1%,.,10%,0%,-1%,6%,-3%,24,15%
O=C(COC(=O)c1ccco1)c1ccc(F)cc1,15%,5%,?,2%,28%,0%,1%,.,2.7µM*,-14,-1%

# Not all compounds are listed; count on the stated rates, not on these rows.
